Source: PubChem BioAssay
PV pol inh = inhibitors of poliovirus RNA polymerase binding and polymerization | poliovirus polymerase elongation, fluorescence polarization; stronger effect = lower value | % elongation, % (compound at 16.7 µg/mL) | 150,000 compounds, 0.66% hits; in the data active = % elongation below about 90%; also: some results filed as inactive read as strong as hits
Target sequence (P03300 1749-2209 limits assumed): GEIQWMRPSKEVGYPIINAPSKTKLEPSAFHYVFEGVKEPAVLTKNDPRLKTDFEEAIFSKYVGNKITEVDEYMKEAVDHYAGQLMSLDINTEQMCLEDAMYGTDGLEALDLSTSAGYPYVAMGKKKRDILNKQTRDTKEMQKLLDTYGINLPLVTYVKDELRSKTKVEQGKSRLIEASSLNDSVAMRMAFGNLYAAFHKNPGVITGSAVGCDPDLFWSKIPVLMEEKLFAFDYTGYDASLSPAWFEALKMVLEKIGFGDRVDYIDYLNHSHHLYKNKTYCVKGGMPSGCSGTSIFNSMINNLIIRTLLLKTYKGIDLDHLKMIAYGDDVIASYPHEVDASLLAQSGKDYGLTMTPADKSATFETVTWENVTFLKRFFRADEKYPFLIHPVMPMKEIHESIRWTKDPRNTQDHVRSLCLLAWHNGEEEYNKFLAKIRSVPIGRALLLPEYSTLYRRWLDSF
PV pol inh FP z-score = recorded beside PV pol inh, whose call it bears; z-score; measured here: FP z-score; hits read low
* hit, by the source's call. Some of the compounds tested (hit frequency here may not be typical).

SMILES | PV pol inh | PV pol inh FP z-score
Cc1ccc(-n2ncc3c(SCC(=O)NC(C)C)ncnc32)c(C)c1 | 101 | -0.1
c1csc(Cc2nnc(SCc3cn4ccsc4n3)n2C2CCCCC2)c1 | 103 | 0.1
COc1ccc(OC)c(NC(=O)Cn2ccn(-c3ccc(OC)c(OC)c3)c(=O)c2=O)c1 | 105 | -0.2
Cc1ccccc1-c1nc(CN2CCC(C(=O)NCCc3ccccc3)CC2)c(C)o1 | 110 | 0.6
O=C(Nc1ccc(-n2cnnn2)cc1)c1ccc(S(=O)(=O)N2CCCc3ccccc32)cc1 | 102 | -0.1
CCC(N)Cc1c[nH]c2ccccc12 (centres undefined) | 102 | 0
CN(Cc1ccccc1)C(=O)c1ccc2c(c1)N(Cc1ccccc1Cl)C(=O)c1ccccc1S2 | 102 | -0.6
NC(=O)C1CCCN(S(=O)(=O)c2ccccc2)C1 (centres undefined) | 100 | -0.3
O=C(NCc1cccs1)C1=CC=CN2CCS(=O)(=O)N=C12 | 104 | 0.2
COc1ccc(-n2nc(C(=O)Nc3cc(OC)c(OC)c(OC)c3)c(=O)n(C)c2=O)cc1 | 108 | 0.3
COc1ccc(C(=O)c2oc3ccccc3c2NC(=O)COc2ccccc2)cc1 | 106 | 0.3
CCc1ccc2oc(C(=O)N(Cc3ccc(N(C)C)cc3)Cc3ccco3)c(C)c2c1 | 105 | -0.4
O=C(NCc1ccc(S(=O)(=O)NCCN2CCCC2)s1)c1ccc(Cl)cc1 | 106 | 0.6
Cc1nc2c(-c3ccccc3)c(C)nn2c(C)c1CCC(=O)Nc1ccccc1F | 110 | 0.8
COCCn1c(C)cc(O)c(C(c2ccccc2)N2CCN(c3ccccc3F)CC2)c1=O (centres undefined) | 111 | 0.6
COC(=O)c1cn(CCC#N)nc1-c1ccc2ccccc2c1 | 100 | -0.7
C=CCN(CC=C)C(=O)CSc1nnnn1-c1ccc(C)cc1C | 100 | -0.6
COc1ccc(OCCN(C)C(=O)c2cccc3cccnc23)cc1 | 99 | -0.1
CC(C)CCNC(=O)c1cn(C)c2ccc(S(=O)(=O)N3CCC(C)CC3)cc2c1=O | 102 | 0.2
O=C(Cn1c(N2CCN(c3ccc(F)cc3)CC2)nc2ccccc21)c1ccccc1 | 99 | -0.3

A few values from the list.
Value of C=CCN(CC=C)C(=O)CSc1nnnn1-c1ccc(C)cc1C in PV pol inh: 100
Value of CCc1ccc2oc(C(=O)N(Cc3ccc(N(C)C)cc3)Cc3ccco3)c(C)c2c1 in PV pol inh FP z-score: -0.4
Value of O=C(NCc1cccs1)C1=CC=CN2CCS(=O)(=O)N=C12 in PV pol inh: 104
Value of Cc1ccc(-n2ncc3c(SCC(=O)NC(C)C)ncnc32)c(C)c1 in PV pol inh: 101
Value of c1csc(Cc2nnc(SCc3cn4ccsc4n3)n2C2CCCCC2)c1 in PV pol inh: 103
Value of COc1ccc(C(=O)c2oc3ccccc3c2NC(=O)COc2ccccc2)cc1 in PV pol inh FP z-score: 0.3
Value of CCC(N)Cc1c[nH]c2ccccc12 (centres undefined) in PV pol inh FP z-score: 0

(next part)
SMILES | PV pol inh | PV pol inh FP z-score
CN1C(=O)C(O)N(c2ccccc2)C1=O (centres undefined) | 101 | -0.1
C=CCn1c(SCc2nc3ccccc3[nH]2)nnc1-c1ccco1 | 109 | 0.5
COC(=O)c1ccc(COC(=O)COc2ccc(C#N)cc2)o1 | 99 | -0.1
Fc1ccc(NC(=S)Nc2cc(C(F)(F)F)ccc2N2CCCC2)cc1Cl | 107 | 0.5
COc1ccc(OC)c(CNC(=O)C2CCN(S(=O)(=O)N3CCCCC3)CC2)c1 | 114 | 0.8
O=C1/C(=N/NC(=O)C2COc3ccccc3O2)c2cccc3cccc1c23 (centres undefined) | 100 | -0.3
COc1ccc(NC(=O)Nc2cccc(-c3cn4cccnc4n3)c2)cc1 | 109 | 1.1
CCn1c(C(=O)Nc2ccccc2C(=O)OC)cc2sc(Cl)cc21 | 103 | -0.5
NC(=O)C12CCCC(Br)(CCC1)C2 | 101 | -0.1
CNC(=O)Nc1cc(C(C)(C)C)no1 | 101 | 0
CCc1ccc(NC(=O)c2cc(S(=O)(=O)NC3CCCCCC3)ccc2F)cc1 | 102 | -1.2
CCN(C(=O)c1ccc(Br)cc1)c1ccccc1 | 101 | -0.2
CC(C)OC(=O)Cn1nnc(-c2ccccc2)n1 | 105 | 0.9
O=C(CN1C(=O)CSC1=O)Nc1ccccc1N1CCOCC1 | 102 | 0.1
N#C/C(=C\c1ccc(OC(=O)c2ccco2)cc1)C(=O)Nc1ccccc1Br | 101 | 0.2
COc1cccc(N2CCN(C(=O)c3c(C)oc4ncnc(N5CCOCC5)c34)CC2)c1 | 112 | 0.6
C=Cc1ccc(Cn2c(C(=O)O)c(CNCc3cc(OC)ccc3OC)c3ccc(C)cc32)cc1 | 115 | 1.4
O=C(CCc1ccc(S(=O)(=O)N2CCOCC2)cc1)NCC(F)(F)F | 94 | -1.6
CCN(CC)C(=O)CSc1nnc2c(n1)[nH]c1ccc(C(C)C)cc12 | 101 | -0.6
COCCN(Cc1nc2ccccc2c(=O)[nH]1)C(=O)Cn1cnc2sccc2c1=O | 116 | 2

Entries of single compounds as entered above.
COc1ccc(NC(=O)Nc2cccc(-c3cn4cccnc4n3)c2)cc1 as listed: PV pol inh = 109; PV pol inh FP z-score = 1.1
COc1ccc(OC)c(CNC(=O)C2CCN(S(=O)(=O)N3CCCCC3)CC2)c1 as listed: PV pol inh = 114; PV pol inh FP z-score = 0.8
CCN(C(=O)c1ccc(Br)cc1)c1ccccc1 as listed: PV pol inh = 101; PV pol inh FP z-score = -0.2

Given with values under each structure: part of the list above
Results follow in this order: PV pol inh	PV pol inh FP z-score
- NC(=O)C1CCCN(S(=O)(=O)c2ccccc2)C1 (centres undefined)
 : 100	-0.3
- CCC(N)Cc1c[nH]c2ccccc12 (centres undefined)
 : 102	0

(further entries)
SMILES | PV pol inh | PV pol inh FP z-score
CCCc1oc2ccc(NS(=O)(=O)c3ccccc3)cc2c1C(=O)OCC | 101 | -0.1
CCc1cc2c(COC(=O)c3cccc(NS(C)(=O)=O)c3)cc(=O)oc2cc1O | 98 | -0.5
O=C(Nc1cccc(F)c1)c1cccc2c1C(=O)N(Cc1cccnc1)C2 | 100 | -1.1
COc1ccc(CNC(=O)c2cc3sccc3n2C)cc1 | 112 | 0.5
Cc1ccc(NC(=O)c2ccc3nc[nH]c3c2)c(O)c1 | 108 | 0.7
Cc1ccccc1C(=O)Nc1nc2nc(-c3ccccc3)cc(=O)n2[nH]1 | 107 | 0.2
O=C(O)c1ccc(S(=O)(=O)N(Cc2ccco2)CC2CCCO2)cc1 (centres undefined) | 100 | -0.5
Cc1c(-c2ccnn2C(=O)Nc2ccccc2)sc2ccccc12 | 104 | 0.1
O=C(ON1C(=O)CCC1=O)c1ccc(Cl)cc1Cl | 103 | 0.3
Oc1ccc(F)c(F)c1 | 106 | 0.4
CCOC(=O)Cc1csc(SCC(=O)c2cc(C)n(-c3ccc(C)cc3)c2C)n1 | 103 | 0
CCN(CC(=O)Nc1ccccc1OC)C(=O)CC1CCCC1 | 98 | -0.9
Cc1[nH]c2ccc(CN3C(=O)c4ccccc4C3=O)cc2c1C | 101 | -0.3
COc1cccc(-n2c(SCC(=O)c3ccc(Cl)cc3)nc3c([nH]c4ccccc43)c2=O)c1 | 101 | -1.5
Cc1ccc(S(=O)(=O)Nc2c(O)c3ccccc3oc2=O)c(C)c1 | 103 | 0.4
O=C(CN1CCSCC1)N/N=C/c1ccc(Br)cc1 | 103 | 0.7
O=C(O)CC1(CC(=O)Nc2ccc3c(c2)OCCO3)CCCCC1 | 103 | 0.1
CSc1ccc(CNC(=O)c2sc3ncnc(N(C)C4CCCCC4)c3c2C)cc1 | 94 | -3
N#CCCn1cc(C=NCc2ccccc2)c(-c2cc3ccccc3o2)n1 | 103 | 0.2
Cc1cccc(C(C)C)c1NC(=O)CN1CCc2ccccc21 | 101 | -0.4
Cc1ccc(S(=O)(=O)N(CC(=O)NO)Cc2ccccc2)cc1 | 103 | 0.8
Cc1nnc(SCc2cc(=O)[nH]c(=S)[nH]2)s1 | 101 | 0.2
Cc1ccc(P(=Nc2ccc(S(N)(=O)=O)cc2)(Oc2ccccc2)C(C)(C)C)o1 (centres undefined) | 101 | 0
Cc1cc(C)n(C(=O)C(C)NC(=O)c2ccccc2)n1 (centres undefined) | 104 | 1.1
O=C(Cc1ccc(S(=O)(=O)N2CCCCC2)s1)N1CCc2ccccc21 | 112 | 1.2
O=C(Nc1ccnn1C1CCCC1)c1ccc2c(c1)CCC2 | 103 | 0.1
CN(Cc1ccccc1)C(=O)CC1(CC(=O)O)CCCC1 | 114 | 0.9
Oc1cc(-c2nc3ccccc3o2)c(O)cc1-c1nc2ccccc2o1 | 98 | -0.1
CCC(=O)N1CCc2cc(Br)cc(S(=O)(=O)CCC(=O)N3CCN(c4ccccc4F)CC3)c21 | 107 | 0.7
COC(=O)c1cccc(CSc2nc3ccccc3[nH]2)c1 | 102 | -0.4
COc1cc(C(=O)NCc2ccccc2)cc(OC)c1OC | 101 | 0
Fc1ccc(CN2CCc3ccccc3C2)cc1Br | 99 | -0.2
CC(C)CCn1c(=O)c2sccc2n2c(CCCC(=O)NC3CCC(C)CC3)nnc12 (centres undefined) | 114 | -0.1
COc1ccc(NC(=O)C2=C(C)Nc3ncnn3C2c2sccc2C)cc1 (centres undefined) | 107 | 0.3
CCn1nnc2c(N3CCN(c4ccccc4Cl)CC3)ncnc21 | 109 | 0.4
CCC(C)NC(=S)N1CCN(C)CC1 (centres undefined) | 101 | -0.3
COc1ccc2nc(SCC(=O)Nc3ccnn3C3CCCC3)[nH]c2c1 | 104 | 0.2
CCOc1ccc(CC(=O)NCCc2csc(-c3ccc(C(F)(F)F)cc3)n2)cc1 | 107 | -0.1
CC1CCCCC1NC(=O)Nc1ccccc1F (centres undefined) | 101 | -0.4
CC(=O)Nc1ccc(-c2nnc(-c3ccco3)o2)cc1 | 103 | 0.5
CCN(CC)c1ccc(CN(C(=O)Cc2coc3ccc(C)cc23)C2CCS(=O)(=O)C2)cc1 (centres undefined) | 119 | 0.3
COc1ccc(C2CC(=O)C=C(NCCC(C)C)C2)cc1 (centres undefined) | 102 | 0
COc1cccc(C(=O)NCc2nc(-c3ccccc3)no2)c1OC | 109 | 0.3
O=C(NC1CCCC1)c1ccc(-n2c(-c3ccccc3)cc3c2CCCC3)cc1 | 104 | 1
Clc1ccc(C2Nc3ccccc3-c3nc(C4CC4)nn32)cc1 (centres undefined) | 103 | 0.1
Cc1nn2c(-c3ccco3)ccnc2c1-c1ccc(Cl)cc1 | 108 | 0.8
Cc1cc(OCCCCCn2ccnc2)cc(C)c1Cl | 104 | 0.5
O=C(CC1SC(=NC2CCCC2)NC1=O)NCc1ccc(Cl)cc1 (centres undefined) | 99 | -0.3
O=C(c1ccc(S(=O)(=O)N2CCCc3ccccc32)s1)N1CCCC1 | 99 | -0.7
Cc1cc(C)c(C#N)c(Sc2ncnc3c2sc2nc(C)cc(C)c23)n1 | 104 | 0
CCCCCCOc1ccc(C(=O)OCC(=O)Nc2c(C)n[nH]c2C)cc1OC | 102 | -0.3
CC(C)(C)C1=CC(=O)C(C(C)(C)C)=CC1=O | 106 | 0.2
COc1ccc(Br)cc1C(=O)Nc1ccc(NC(=O)c2ccco2)cc1 | 99 | -0.8
OCCCNc1ncnc2sc(-c3ccccc3)cc12 | 98 | -0.9
CNS(=O)(=O)c1cn(CC(=O)N2CCN(c3ccc(OC)cc3)CC2)cc1S(=O)(=O)NC | 103 | -0.5
COC(=O)c1ccc(NC(=O)C(=O)NCC(c2cccnc2)N2CCc3ccccc32)cc1 (centres undefined) | 114 | 1.3
O=c1[nH]c(O)c(/C=N/Nc2ccccc2)c(=O)[nH]1 | 101 | 0.5
O=C(NC(=S)NC1C2CC3CC(C2)CC1C3)c1ccco1 (centres undefined) | 99 | -0.7
O=c1oc(-c2ccc(F)cc2)nc2scc(-c3cccs3)c12 | 99 | -0.7
COc1ccc(CCNC(=O)c2ccc(Cn3c(SCC(=O)NCCC(C)C)nc4cc5c(cc4c3=O)OCO5)cc2)cc1OC | 100 | -1.4

Some of the entries so far, as a markdown table.
| SMILES | PV pol inh | PV pol inh FP z-score |
| --- | --- | --- |
| COC(=O)c1ccc(NC(=O)C(=O)NCC(c2cccnc2)N2CCc3ccccc32)cc1 (centres undefined) | 114 | 1.3 |
| CC(C)(C)C1=CC(=O)C(C(C)(C)C)=CC1=O | 106 | 0.2 |

The listing continues.
SMILES | PV pol inh | PV pol inh FP z-score
CCOC(=O)c1sc(-c2ccccc2)nc1OCc1c(Cl)cccc1Cl | 102 | -0.5
CN(C)S(=O)(=O)c1ccc(C(=O)OCc2csc(Nc3ccccc3)n2)cc1 | 103 | 0
NNC(=O)CNc1c(-c2ccsc2)nc2ccccn12 | 103 | 1
CC(Sc1nnc(-c2ccncc2)o1)C(N)=O (centres undefined) | 101 | -0.4
Cc1cccc(N2CCN(C(=O)C(NS(=O)(=O)c3cccc4nsnc34)C(C)C)CC2C)c1 (centres undefined) | 105 | 1.6
CC1CCCCN1C(=O)c1ccc2ccccc2n1 (centres undefined) | 103 | -0.1
COc1ccccc1CCNS(=O)(=O)c1ccc(C(=O)O)n1C | 105 | 0.5
CCCCN(CC)C(=O)CSc1nc2ccccc2c(=O)n1Cc1ccco1 | 110 | 1
Nc1cc2c(cc1Cl)OCO2 | 102 | 0.3
Cc1ccc(CCNC(=O)c2cc3c(s2)-c2ccccc2OC3)cc1 | 104 | 0
O=C(COc1ccccc1)c1ccc(O)cc1O | 105 | 0.1
N#C/C(=C\c1ccc(C(F)(F)F)cc1)c1c[nH]c2ccccc12 | 110 | 0.6
Cc1ccc(C(=O)OCC(=O)N2CCC(Cc3ccccc3)CC2)s1 | 104 | 1
Cc1ccc(/C=C(\C#N)C(=O)NC2CCCCC2C)o1 (centres undefined) | 116 | 1.7
CC(Oc1ccc2c3c(c(=O)oc2c1)CCC3)C(=O)c1ccccc1 (centres undefined) | 102 | 0
CCOC(=O)c1cnc2c(OC)cccc2c1NC1CCCCC1 | 101 | 0
COc1ccc(NC(=O)CN(C)CC(=O)c2c(C)[nH]c3ccccc23)cc1 | 104 | -0.8
O=C(Nc1cccnc1)c1c(O)c2c(n(C3CC3)c1=O)CCCC2 | 102 | 0.1
